# S1P2 ag = S1P2 (human) receptor agonism. S1P2-expressing cell line, agonist reporter read-out. activation, % at 4.5 µM. 97,000 tested, 0.46% active. AID 729; in the data active = activation above about 16%;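 also: 0% = vehicle low control and 100% = maximal reference agonist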
# PostGolgi ctrl = inhibits growth of the yeast control strain | efflux-deficient yeast background strain, growth absorbance A615, 16 h | inhibition, % at 10 µM | 98,000 tested, 5% active | AID 738
# sEH inh = inhibitors of human soluble epoxide hydrolase. P34913. 91,000 tested, 0.34% active. recombinant human sEH enzymatic activity assay. inhibition, % at 2 µM; in the data active = inhibition above about 80%; also: values of inactives mirror those of a sister screen read the other way; many of its hits are not listed in these tables
# Target sequence (P34913 whole entry, looked up): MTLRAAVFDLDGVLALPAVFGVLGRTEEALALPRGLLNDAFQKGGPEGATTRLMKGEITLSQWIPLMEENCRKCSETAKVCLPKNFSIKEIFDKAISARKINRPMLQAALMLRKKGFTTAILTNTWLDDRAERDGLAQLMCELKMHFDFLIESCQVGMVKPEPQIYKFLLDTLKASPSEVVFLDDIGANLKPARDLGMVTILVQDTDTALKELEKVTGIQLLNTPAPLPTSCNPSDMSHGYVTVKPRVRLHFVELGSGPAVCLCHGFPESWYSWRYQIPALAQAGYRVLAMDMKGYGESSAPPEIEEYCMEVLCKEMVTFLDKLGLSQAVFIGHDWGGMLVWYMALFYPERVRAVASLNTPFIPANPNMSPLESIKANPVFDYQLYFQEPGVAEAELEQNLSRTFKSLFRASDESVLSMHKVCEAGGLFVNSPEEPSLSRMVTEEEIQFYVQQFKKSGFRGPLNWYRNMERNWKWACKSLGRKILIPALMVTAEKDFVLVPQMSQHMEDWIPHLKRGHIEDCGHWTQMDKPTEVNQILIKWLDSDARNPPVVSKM
# CYP2C19 inh = blocks human cytochrome P450 2C19; inhibition, % at 5 µM; P33261; AID 778; 96,000 tested, 21% active; CYP2C19 Supersomes, luciferin-H EGE luminescence, 30 min;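 active = CYP2C19 inhibition above a set limit at 5 µM in the primary screen, cut at about 50% in these data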;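 also: plate controls were negative control wells for no effect and 2.5 mM tranylcypromine positive control for full effect; values of inactives mirror those of a sister screen read the other way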
# Target sequence (P33261 whole entry, looked up): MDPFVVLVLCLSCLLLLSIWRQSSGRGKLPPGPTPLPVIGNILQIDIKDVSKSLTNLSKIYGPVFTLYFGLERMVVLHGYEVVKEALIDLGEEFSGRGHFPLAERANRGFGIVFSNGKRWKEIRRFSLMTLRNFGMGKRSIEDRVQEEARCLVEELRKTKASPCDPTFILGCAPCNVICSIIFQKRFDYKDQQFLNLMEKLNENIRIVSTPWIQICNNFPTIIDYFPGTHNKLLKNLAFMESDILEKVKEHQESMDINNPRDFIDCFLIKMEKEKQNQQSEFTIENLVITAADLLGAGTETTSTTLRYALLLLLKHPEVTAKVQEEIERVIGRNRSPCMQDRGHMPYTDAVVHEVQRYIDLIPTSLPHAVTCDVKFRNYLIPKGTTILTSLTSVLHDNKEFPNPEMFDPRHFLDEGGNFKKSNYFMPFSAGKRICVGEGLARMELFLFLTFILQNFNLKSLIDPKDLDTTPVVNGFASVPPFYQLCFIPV
# CYP2C19 act = activators of human cytochrome P450 2C19 | recombinant CYP2C19, luciferin-H EGE luminescence; hits give high values; 0 = fully inhibited enzyme, 1 = untreated enzyme | 96,000 tested, under 10 active | activation factor at 5 µM;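 active = activation factor of at least 2 at 5 µM in the primary screen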;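 also: 0 = wells with 2.5 mM tranylcypromine and 1 = vehicle-only wells; values of inactives mirror those of a sister screen read the other way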
# hDAT+cocaine = modulates human dopamine transporter uptake under cocaine; LLC-PK1 hDAT cells, [14C]-dopamine uptake with cocaine IC80; actives deviate in either direction; B-score at 10 µM; 110,000 tested, 1.3% active; Q01959;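 active = Z score or B-score, a plate-position-corrected score, falls beyond the plate's 99.7% confidence bounds, in either direction; inactive = both scores lie inside the 99.7% bounds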;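 also: scored against the spread of the other compound wells on the same plate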
# PostGolgi yeast = growth inhibition of a yeast mutant, post-Golgi transport screen; post-Golgi transport phenotypic cell assay; inhibition, % at 10 µM; 98,000 tested, 0.9% active;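 also: yeast cells grown in 1536-well plates; yeast grown about 18 h at 30C before absorbance read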
# S1P2 blocker = S1P2 (human) receptor antagonism. O95136. cell-based S1P2 antagonist assay, inhibition at 5 uM. inhibition, % at 5 µM. 97,000 tested, 0.21% active; in the data active = inhibition above about 45%;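 also: CRE beta-lactamase reporter cells expressing human S1P2 stimulated with S1P; 0% = agonist at EC80 alone and 100% = agonist plus reference antagonist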
# sEH act = increases human soluble epoxide hydrolase activity; P34913; purified human sEH enzymatic activity, activator screen; activation, % at 2 µM; 91,000 tested, 0.04% active; AID 717; in the data active = activation above about 37%; also: values of inactives mirror those of a sister screen read the other way
# Numbers without * were called inactive; nt = no result given. Rule as the data show it, unless noted: active = inhibition above about 30%; inactive = the rest.
SMILES,S1P2 ag,PostGolgi ctrl,sEH inh,CYP2C19 inh,CYP2C19 act,hDAT+cocaine,PostGolgi yeast,S1P2 blocker,sEH act
CC(=O)c1c(C)nc(-c2ccccc2)n1O,-9,11,0,15,0.9,-0.35,-1,12,-1
CCOC(=O)C1C(c2ccc3c(c2)OCO3)NC(=O)NC1(O)C(F)(F)F (centres undefined),2,1,-6,-16,1.2,-0.19,-5,10,11
O=C(Cc1ccccc1)N1CCc2ccccc21,-5,3,-8,82*,0.2,0.81,-5,-12,7
O=C(COc1ccc(Cl)cc1Cl)NCc1ccncc1,0,8,3,100*,0,0.34,2,15,-2
CCN1CCN(C(c2cc3cccc(C)c3[nH]c2=O)c2nnnn2Cc2ccccc2)CC1 (centres undefined),nt,-4,nt,-14,1.1,-0.64,4,nt,nt
Cc1ccc(CNC(=O)CSc2nc3ccccc3c(=O)n2CCCO)cc1,-7,-1,-9,62*,0.4,1.3,-8,6,7
N#CC1=C(N)NC(SCC(=O)O)=C(C#N)C12CCCC2,-9,7,-3,25,0.8,0.19,1,12,1
Cc1ccc(-c2nnn(CC(=O)N(CCO)C(C(=O)NC(C)(C)C)c3ccncc3)n2)cc1 (centres undefined),-5,8,0,74*,0.3,0.0041,4,-8,0
CCc1ccc(NC(=S)N2CCN(c3cccc(C(F)(F)F)c3)CC2)cc1,-1,7,5,-6,1.1,-0.44,-7,7,-3
Cc1cc(C)cc(NC(=O)Cn2c(=O)oc3cc(S(=O)(=O)N4CC(C)CC(C)C4)ccc32)c1 (centres undefined),-4,12,-11,31,0.7,0.94,10,3,10
O=C(c1ccco1)N1CCN(c2nnc(-c3ccccc3)c3ccccc23)CC1,-5,19,3,58*,0.4,-0.067,-7,-14,-4
Cc1ccc(NC(=S)NNC(=O)c2nn(C)c(C)c2Cl)cc1,-9,-1,-8,38,0.6,nt,13,2,12
CCn1c(=N)n(CC(O)c2ccco2)c2ccccc21 (centres undefined),-3,-6,-25,10,0.9,-0.29,-3,-1,24
O=C(Cn1nc(Cc2cccnc2)c2ccccc2c1=O)NCC1COc2ccccc2O1 (centres undefined),-4,-5,nt,36,0.6,0.15,1,4,nt
COC(=O)c1sc2ccccc2c1-n1cccc1C(=O)C(=O)Nc1ccc(OC)cc1,-6,13,-22,42,0.6,0.34,1,7,18
CCOC(=O)N1CCN(c2c(NCCN(C)Cc3ccccc3)c(=O)c2=O)CC1,nt,-1,nt,29,0.7,-0.16,0,nt,nt
Cc1cc(-c2c(C)[nH]n(-c3ccc(Cl)cc3)c2=O)n(-c2ccccc2)n1,-4,26,2,8,0.9,-1.1,14,9,-3
COc1cccc2cc(C(=O)Nc3cccnc3N3CCOCC3)c(=O)oc12,-7,7,3,28,0.7,0.075,-2,2,-2
CCOCCCNC(=O)C(c1ccccc1)N(Cc1ccc2c(c1)OCO2)C(=O)CNC(C)=O (centres undefined),-2,5,1,19,0.8,0.58,0,-12,-1
CCOCCCNC(=O)c1c[nH]c2cc(C)ccc2c1=O,nt,8,nt,-4,1,0.49,6,nt,nt
CC(OC(=O)c1nn(C)c(=O)c2ccccc12)C(=O)NCc1ccc2c(c1)OCO2 (centres undefined),-4,8,-3,38,0.6,-0.15,-2,26,0
CCN(CC)S(=O)(=O)c1ccc(S(=O)(=O)Nc2ccc(C(=O)N3CCCC3)cc2)cc1,-6,6,-13,51*,0.5,-0.15,-9,14,12
O=S(=O)(N1CCCCC1)N1CCNCC1,-2,5,-7,-29,1.3,-0.62,6,0,9
COc1cc(N2CCCC2)c(OC)cc1/C=C(/C#N)c1ccc(F)cc1,-6,nt,9,nt,nt,-1.6,nt,32,-4
Cc1cc(/C=N/n2cnnc2)c(C)n1-c1ccccc1,-6,4,6,100*,0,0.18,8,11,-3
CCCCSc1nsc(NC(C)=O)n1,-6,1,-3,29,0.7,-0.079,8,10,0
Cn1c(SC/C=C/c2ccccc2)nnc1-c1ccco1,-3,30*,-6,nt,nt,-0.34,4,4,4
CC12CCC(C(=O)N3CCCc4ccccc43)(CC1=O)C2(C)C (centres undefined),0,-1,-4,44,0.6,-0.21,8,5,3
CCCCc1nc(NCCNC(=O)c2ccco2)c(C#N)c2c1CSC(C)(C)C2,-7,100*,6,68*,0.3,0.61,18,-28,-5
COC(/C=C/Nc1ccc(C)cc1)=C(C#N)C#N,-4,8,-5,-8,1.1,-0.033,0,6,7
CCC(=O)NC(=Nc1nc2ccccc2s1)NC(=O)CC,-8,36*,-2,-1,1,-0.59,-3,15,0
Cc1ccc(NC2OC(CO)C(O)C(O)C2O)cc1 (centres undefined),-4,4,-13,26,0.7,0.73,0,-15,14
CCOC(=O)Cn1c(=O)oc2cc(S(=O)(=O)NC(C)c3ccccc3)ccc21 (centres undefined),-6,3,10,78*,0.2,-0.045,-7,8,-12
O=C(Nc1nc(-c2ccccc2)cs1)C1CCCN(S(=O)(=O)c2cccc([N+](=O)[O-])c2)C1 (centres undefined),-3,5,7,48,0.5,-0.023,-5,7,-6
Cc1cccc(NC(=O)CSc2nnc(-c3ccco3)c(-c3ccco3)n2)c1C,-8,7,12,38,0.6,-0.35,-15,-22,-11
COc1ccccc1NC(=O)CSc1nnnn1-c1ccc(C)cc1,-7,nt,-2,nt,nt,0.46,nt,0,8
CCN(c1ccc(NC(=O)COC(=O)c2ccc3ccccc3n2)cc1)C(C)C,-6,0,10,19,0.8,-2.8*,5,3,-7
CN(Cc1cc2ccccc2[nH]c1=O)C(=O)C1CCCCC1,-4,1,nt,5,1,0.81,-3,8,nt
CC(C(=O)Nc1ccc2c(c1)OCO2)N(c1ccc(Cl)cc1)S(C)(=O)=O (centres undefined),-4,8,13,98*,0,0.62,8,0,-14
c1ccc(N2CCN(C3CCSC3)CC2)cc1 (centres undefined),-1,0,4,28,0.7,-0.5,3,-1,-2
Fc1ccc(Br)cc1C1C=C(c2cccnc2)Nc2ncnn21 (centres undefined),0,5,nt,88*,0.1,-0.16,9,-4,nt
O=C(NCCN1C(=O)C2C3C=CC(C3)C2C1=O)Nc1cccnc1 (centres undefined),-3,18,nt,40,0.6,-0.96,19,3,nt
COC(=O)Cc1cc(=O)n2[nH]c(C)c(-c3ccccc3)c2n1,-5,14,1,11,0.9,0.51,-6,-12,-1
COCCCNC(=O)CNC(=S)N(Cc1ccc(F)cc1)C1CCCCC1,-6,16,-17,17,0.8,-0.56,2,14,20
COc1cc(NC(=O)Cc2c(C(=O)O)[nH]c3ccccc23)cc(OC)c1OC,-5,-6,4,20,0.8,0.76,3,-8,-7
COc1ccc(-c2nc(CNS(=O)(=O)c3cc(OC)ccc3OC)cs2)cc1,nt,16,nt,70*,0.3,-0.54,3,nt,nt
Cc1ccc(C(=O)c2c(NC(=O)c3cccnc3)sc3c2CCCC3)cc1,-2,33*,6,24,0.8,0.37,-10,-18,-4
Cc1c(-c2nnc(-c3ccc(C(F)(F)F)cc3)o2)cnn1-c1ccccc1,-1,-7,7,19,0.8,-0.0067,4,-5,-6
CC1=NN(c2ccccc2)C(=O)C1C(=O)c1ccc(Cl)cc1 (centres undefined),-6,-5,-1,-4,1,nt,-3,13,0
COc1ccc(C(=O)O)cc1S(=O)(=O)N(C)CCc1cccnc1,-7,6,7,-3,1,-0.35,-7,-9,-5

# 7 entries picked at random from those above:
SMILES,S1P2 ag,PostGolgi ctrl,sEH inh,CYP2C19 inh,CYP2C19 act,hDAT+cocaine,PostGolgi yeast,S1P2 blocker,sEH act
COc1cc(NC(=O)Cc2c(C(=O)O)[nH]c3ccccc23)cc(OC)c1OC,-5,-6,4,20,0.8,0.76,3,-8,-7
COc1ccc(C(=O)O)cc1S(=O)(=O)N(C)CCc1cccnc1,-7,6,7,-3,1,-0.35,-7,-9,-5
Fc1ccc(Br)cc1C1C=C(c2cccnc2)Nc2ncnn21 (centres undefined),0,5,nt,88*,0.1,-0.16,9,-4,nt
CC1=NN(c2ccccc2)C(=O)C1C(=O)c1ccc(Cl)cc1 (centres undefined),-6,-5,-1,-4,1,nt,-3,13,0
COCCCNC(=O)CNC(=S)N(Cc1ccc(F)cc1)C1CCCCC1,-6,16,-17,17,0.8,-0.56,2,14,20
Cc1c(-c2nnc(-c3ccc(C(F)(F)F)cc3)o2)cnn1-c1ccccc1,-1,-7,7,19,0.8,-0.0067,4,-5,-6
COC(=O)Cc1cc(=O)n2[nH]c(C)c(-c3ccccc3)c2n1,-5,14,1,11,0.9,0.51,-6,-12,-1

# Remaining list, next part:
SMILES,S1P2 ag,PostGolgi ctrl,sEH inh,CYP2C19 inh,CYP2C19 act,hDAT+cocaine,PostGolgi yeast,S1P2 blocker,sEH act
O=C(NCC1CC1)C1CCCN(S(=O)(=O)c2ccc(-n3cnnn3)cc2)C1 (centres undefined),-3,26,-4,-8,1.1,-0.11,-4,8,6
CCCc1cc(=O)n2[nH]c(-c3ccccc3)cc2n1,-5,1,-7,nt,nt,0.53,-5,2,4
CC(C)CCn1cnc2c(c1=O)c1nc3ccccc3nc1n2Cc1ccc2c(c1)OCO2,-2,-2,2,7,0.9,-0.38,1,14,-3
CCCCNC(=O)Nc1cc(C(=O)OC)ccc1C,-4,5,1,13,0.9,0.31,-8,14,-1
O=C1CN(C(=O)COC(=O)c2ccccc2NCc2ccco2)c2ccccc2N1,-5,2,-10,56*,0.4,-1.6,10,-1,9
O=C(NC1CCCCC1)N(Cc1ccc(F)cc1)Cc1nc2ccccc2c(=O)[nH]1,-1,10,11,12,0.9,-0.37,5,-17,-10
O=C(Nc1nncs1)Oc1ccccc1,-6,5,-4,-11,1.1,-0.73,nt,5,9
O=C(COC(=O)c1ccccn1)NCCCc1ccccc1,-4,0,10,38,0.6,-0.35,1,21,-11
CN(C)c1nc(N)nc(CSc2ccccn2)n1,-1,6,-20,27,0.7,-0.99,2,-18,16
CC1CCCCN1CCNS(=O)(=O)c1ccc2c(c1)oc(=O)n2C (centres undefined),-3,13,8,-23,1.2,-0.032,3,-2,-5
CCOc1ccccc1N(CC(=O)N1CCCCCC1)S(C)(=O)=O,-7,5,4,13,0.9,0.059,-1,16,-4
COc1ccc2nc(-n3c(C)ccc3C)sc2c1,-3,30,61,12,0.9,-0.21,2,1,-60
O=C(Cc1cccs1)Nc1ccc(-c2nnc(-c3ccccc3)o2)cc1,-5,nt,1,nt,nt,-0.22,nt,18,2
CC(C)c1nc2n[nH]c(N)c2c2c1CSC(C)(C)C2,9,1,6,-12,1.1,-0.028,-7,-39,-7
CCOC(=O)c1ccc2nc(NC(=O)c3ccco3)sc2c1,2,29,-3,nt,nt,0.72,-7,-4,5
COCCNC(=O)c1cn(C)c2ccc(S(=O)(=O)N(C)C3CCCCC3)cc2c1=O,-4,30*,nt,8,0.9,0.63,-15,5,nt
CCn1c(=O)cc(SCC(=O)N2CCN(C3CCCCC3)CC2)c2ccccc21,-1,13,9,65*,0.4,0.045,10,-5,-8
CC1CCCN(S(=O)(=O)c2ccc(S(=O)(=O)NC(C)c3cccs3)cc2)C1 (centres undefined),-4,10,-18,100*,0,-0.063,-3,-19,16
Cc1nc(SCC(=O)NCCc2ccccc2)nc(C)c1C,-4,22,-7,80*,0.2,-0.11,-8,-3,8
COc1ccc(OC)c(C2=NOC(C(=O)Nc3cccnc3)C2)c1 (centres undefined),-5,0,6,76*,0.2,0.04,-7,-4,-5
CC12CCC(C(=O)N(CSC(=S)N/N=C\c3ccccc3)C1=O)C2(C)C (centres undefined),-5,nt,9,nt,nt,0.57,nt,13,-8
COc1ccc(-c2cc3ccccc3n2CC(O)CNC(CO)(CO)CO)cc1 (centres undefined),0,3,11,45,0.5,-0.39,12,-6,-7
CSc1nccc(-c2nn(-c3ccc(C)cc3)ccc2=O)n1,0,7,3,32,0.7,0.11,2,18,-5
CCOc1ccc(N(C(=O)Nc2ccccc2)C2=NCCC2)cc1,-3,16,-1,1,1,-0.36,3,5,3
Cc1ccc(-c2noc(CCC(=O)NCc3ccc4c(c3)OCO4)n2)cc1,-4,7,20,8,0.9,1.2*,2,2,-17
COc1ccccc1CNC(=O)c1ccc(S(=O)(=O)N(C)C)cc1,-3,26,6,73*,0.3,-0.53,0,10,-3
